From PubChem
HCMV antiviral: qHTS Assay for inhibitors of the human cytomegalovirus (HCMV). activity change, negative = inhibition, % at 57.5 µM. HFF cells, HCMV-luciferase reporter, 72 h; hits give low values. AID 1259415, 2018. actives 4.5% (n = 410,000); in the data active = activity change below about -60%; inconclusive = no clear call, values can overlap the other calls; inactive = above about -39%
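HFF cells seeded 16 h at 37C, treated with compounds, infected with luciferase-reporter HCMV at MOI 1 PFU/cell; luciferase read at 72 h post infection, normalized to buffer-only and Salinomycin controls.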
LmPK inhibitor: qHTS Assay for Inhibitors of Leishmania Mexicana Pyruvate Kinase (LmPK). Q27686. purified LmPK, Kinase-Glo ATP luminescence, 1 h. Potency, µM (doses to about 57.5 µM), without a hit: at the highest dose activity change, negative = inhibition, actives largely listed as inhibitors. actives 0.37% (n = 290,000). AID 1721, 2009; note: potency is the fitted concentration of half-maximal effect
Target sequence (Q27686 whole entry, looked up): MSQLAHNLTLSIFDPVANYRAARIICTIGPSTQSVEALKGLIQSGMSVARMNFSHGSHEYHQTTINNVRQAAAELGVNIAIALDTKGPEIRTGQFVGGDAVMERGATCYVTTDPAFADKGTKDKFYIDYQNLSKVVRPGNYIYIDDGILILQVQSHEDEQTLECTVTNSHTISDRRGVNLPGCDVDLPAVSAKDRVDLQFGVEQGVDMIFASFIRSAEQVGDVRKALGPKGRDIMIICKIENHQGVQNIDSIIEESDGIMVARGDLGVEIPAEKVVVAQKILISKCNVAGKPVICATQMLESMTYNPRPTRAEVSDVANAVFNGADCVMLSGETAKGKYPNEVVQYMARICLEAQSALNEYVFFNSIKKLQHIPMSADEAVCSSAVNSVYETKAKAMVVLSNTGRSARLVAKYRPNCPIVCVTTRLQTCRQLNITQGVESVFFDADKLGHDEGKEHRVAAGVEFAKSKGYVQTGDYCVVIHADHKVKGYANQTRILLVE
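Kinase-Glo luminescence read after 1 h RT reaction of 0.1 nM LmPK with 0.5 mM PEP and 0.1 mM ADP. Activity scaled between uninhibited and enzyme-free controls.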
Tb PYK inh: qHTS of Trypanosoma Brucei Inhibitors. TbPYK enzyme, Kinase-Glo Plus ATP luminescence, 45 min. Potency, µM (titrated, usually from 76.8 µM), for inactives: at the top dose activity, negative = inhibition, most hits filed as inhibitors. actives 0.12% (n = 410,000); note: potency is the fitted concentration of half-maximal effect; nearly all actives have a fitted effect of over 50% in size
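Screened from lowest to highest concentration, compounds were pinned into TbPYK/substrate mixtures, and ADP (130 uM final) was added. Plates sat at room temperature for 45 min prior to Kinase-Glo Plus detection by luminescence.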
AmpC no deterg: qHTS Inhibitors of AmpC Beta-Lactamase (assay without detergent). P00811. AmpC nitrocefin hydrolysis, absorbance 480 nm, 0.0001% Triton. Potency, µM (highest dose often 57.1 µM), for the others: top-dose activity change, negative = inhibition, usual class: inhibitors. actives 0.52% (n = 330,000);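 note: potency is the fitted concentration of half-maximal effect; plate controls were no compound for no effect and no enzyme for full effect; nearly all actives have a fitted effect of over 20% in size; some results filed as inactive show a strong effect at the top dose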
Target sequence (P00811 whole entry, looked up): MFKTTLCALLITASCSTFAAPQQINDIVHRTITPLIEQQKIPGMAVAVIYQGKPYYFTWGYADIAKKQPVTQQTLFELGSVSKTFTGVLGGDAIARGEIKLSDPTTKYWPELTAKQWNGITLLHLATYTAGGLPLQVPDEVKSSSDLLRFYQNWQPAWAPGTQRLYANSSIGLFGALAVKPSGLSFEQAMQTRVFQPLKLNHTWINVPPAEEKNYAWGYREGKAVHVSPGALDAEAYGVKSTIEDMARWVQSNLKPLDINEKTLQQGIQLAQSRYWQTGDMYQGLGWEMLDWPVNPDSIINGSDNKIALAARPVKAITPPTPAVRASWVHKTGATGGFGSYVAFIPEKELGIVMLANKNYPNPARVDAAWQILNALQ
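AmpC (5.3 nM in the dispensed reagent) in 20 mM phosphate pH 7.0 with 0.01% (detergent screen) or 0.0001% Triton X-100 was preincubated with compounds for 15 min at room temperature. Nitrocefin was then added from an 800 uM solution, and hydrolysis was followed at 480 nm.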
HCV inhibitor: qHTS Assay for Inhibitors of Hepatitis C Virus (HCV); Huh7.5.1 HCVcc-Cre infection, luciferase reporter, 44 h; Potency, µM (doses to about 41.8 µM), for the others: at the top dose activity change, negative = inhibition, usual class: inhibitors; actives 3.4% (n = 340,000); note: potency is the fitted concentration of half-maximal effect
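HCVcc-Cre virus at an moi near 0.5 was added right after compound to cells cultured 4 h from seeding (1,000 cells/well). Luciferase activity was determined 44 h later, 15 min after substrate addition at RT.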
AmpC detergent: qHTS Inhibitors of AmpC Beta-Lactamase (assay with detergent); AmpC hydrolysis of nitrocefin, absorbance 480 nm, 0.01% Triton; AID 485294, 2010; actives 0.041% (n = 370,000); Potency, µM (series often up to 114 µM), inactives show at the top dose activity change, negative = inhibition, most hits filed as inhibitors;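 note: potency is the fitted concentration of half-maximal effect; 0% = no-compound wells and -100% = no-enzyme wells; nearly all actives have a fitted effect of over 25% in size; some results filed as inactive show a strong effect at the top dose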
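20 mM phosphate pH 7.0 + 0.01% (detergent screen) or 0.0001% Triton X-100; 5.3 nM AmpC reagent; cpd preinc 15 min RT; nitrocefin (800 uM stock) to start; A480 q20 s × 4 min; Activity was normalised to no-enzyme and no-compound control wells.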
AMA1 RON2 block: qHTS for Inhibitors of AMA1-RON; Towards Development of Antimalarial Drug Lead: Primary Screen | Plasmodium falciparum AMA1 (3D7) - RON2 peptide interaction | AlphaScreen AMA1-biotinylated RON2 peptide binding | Potency, µM (series often up to 58.2 µM), inactives show top-dose activity change, negative = inhibition, most hits filed as inhibitors | actives 0.2% (n = 360,000) | AID 720542, 2013;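 note: potency is the fitted concentration of half-maximal effect; 0% = vehicle wells and -100% = peptide control; nearly all actives have a fitted effect of over 45% in size; some results filed as inactive show a strong effect at the top dose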
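AMA1 (3D7) with his tag at 25 nM final met compounds first, then biotinylated RON2 peptide at 25 nM; detection used donor plus acceptor beads, 10 µg/mL apiece, read by AlphaScreen after 30 min at room temperature.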
* = called active by the depositor; ? = inconclusive; nt = no result given; & = joins results of further samples; [ ] = dose if it differs, or a comment. Unless noted, calls come from the whole dose curve; as a rule, active = well fitted curve in the direction sought with a large enough effect; inconclusive = small, poorly fitted or top-dose-only effect, or another doubt; inactive = no such curve, though single readings can be large; an effect the other way counts as inactive or inconclusive. Unless noted, % is set by controls: 0 for no effect and ±100 for the full control effect.

SMILES	HCMV antiviral	LmPK inhibitor	Tb PYK inh	AmpC no deterg	HCV inhibitor	AmpC detergent	AMA1 RON2 block
CCN1C(=O)[C@H]2[C@@H](c3ccc(-c4ccc(F)cc4)c(OC)c3)N[C@@](Cc3ccccc3)(C(=O)OC)[C@H]2C1=O	25	nt	-1%	-14%	?	nt	4%
CCCCCC(=O)N/N=C/c1cc(Br)c(O)c(OC)c1	-26	0%	-12%	-12%	22%	-2%	14%
CC(=O)c1ccc(N2CCN(C(=O)c3cc4c(C)nc5ccccc5c4o3)CC2)cc1	?	-4%	-2%	-16%	14%	-13%	-1%
CCOC(=O)Cc1csc(NC(=O)COc2cc(C)cc(C)c2)n1	-21	4%	4%	-19%	-26%	6%	-9%
Cc1cccc2nc(-c3ccco3)c(Nc3ccc4c(c3)OCO4)n12	0&1	2%[11.5 µM]	-9%&-22%	-43%	18%	2%&21%	?
CCOC(=O)Nc1nc(C)c(C(=O)N(C)C)s1	-10	5%	4%	-12%	12%	0%	-2%
Cc1cc(NC(=O)COc2ccc(Cl)cc2Cl)n(-c2ccccc2)n1	-32	0%	-2%	-1%	?	-4%	0%
COc1ccc([C@H]2CC(=O)C=C(c3cccc(NC(C)=O)c3)C2)cc1	37	nt	4%	32%	1%	-7%	27%
CCOCCCn1c(=NC(=O)c2cccs2)c(C#N)cc2c(=O)n3cccc(C)c3nc21	-39	2%	2%	-19%	?	1%	3%
O=CN1CCN(CC(O)Cn2c3ccccc3c3ccccc32)CC1 (configuration not stated)	3	-1%	-3%	83%[activator]	-10%	?	-4%
CCn1c(=O)c2c(nc3n2CCCN3CCc2ccccc2)n(C)c1=O	-8	-2%	3%	-10%	-5%	-9%	9%
O=C(O)CCCC[C@@H]1SC[C@@H]2NC(=O)N[C@@H]21	nt	nt	-8%	nt	10%	nt	?
O=C(CN1C(=O)NC2(CCCC2)C1=O)NCc1ccc(F)cc1	17	nt	0%	-15%	1%	nt	-2%
Fc1ccc(/C=C\c2nccc3c2[nH]c2ccccc23)cc1	-37	6%	5%	-43%	?	2%	34%[activator]
C=CCNC(=O)N1CCCC(C(=O)c2cccc(OC(C)C)c2)C1 (configuration not stated)	70	2%	0%	92%[activator]	-7%	-6%	-7%
COc1ccc(C(=O)NCC(=O)Nc2ccccc2)cc1OC	-7	-2%	0%	9%	13%	-10%	-3%
CNC(=O)NC(=O)Cn1nc2n(c1=O)-c1ccccc1SC2	18	-2%	6%	-16%	5%	-5%	2%
CSCCC(NC(=O)c1ccco1)C(=O)OCC(=O)Nc1ncc(Cl)c(C)c1Cl (configuration not stated)	23	4%	-22%	-17%	-16%	?	-4%
O=C(NC1CCCCC1)c1nn2c(C(F)(F)F)cc(-c3ccco3)nc2c1Br	-22	-3%	-2%	-19%	-22%	-4%	-2%
Cc1nn(CCCC(=O)Nc2nccs2)c(C)c1[N+](=O)[O-]	2	8%	4%	-22%	8%	4%	14%
CC(C)(C)c1ccc(/C=N/NC(=O)c2ccccn2)cc1	109	-15%	-8%	4%	?	-4%	28%
COc1ccc(OCC(=O)NNC(=O)c2cccc(S(=O)(=O)N(C)C)c2)cc1	33	1%	3%	-12%	5%	0%	25%
Cc1cnc(NC(=O)COc2cccc3c2OC(C)(C)C3)s1	-88*	6%	-1%	13%	?	?	-14%
Cc1ccccc1CSCc1nc2ccccc2[nH]1	-3	-1%	-5%	-28%	?	?	-5%
CCN1CCN(CCOc2ccccc2OCc2ccccc2)CC1	-2	-1%	27%	53%	?	5%	?
Cc1ccc(S(=O)(=O)NCc2ccc(C(=O)NCc3cccnc3)cc2)cc1	nt	4%	nt	-27%	nt	-16%	nt
COc1ccc([N+](=O)[O-])cc1NC(=O)C(C)Sc1ccc(C)cc1 (configuration not stated)	-3	1%	1%	-30%	?	-15%	-10%
CC(=NOC(=O)C1CCCCC1)c1nccs1	-7	nt	0%	nt	nt	nt	13%
COc1ccccc1CCN1CCCC(CN(C)Cc2ccc(OCCO)cc2)C1 (configuration not stated)	30	-7%	3%	-13%	?	-19%	6%
O=C(Cc1ccc(S(=O)(=O)N2CCCC2)s1)N1CCN(c2ccccc2)CC1	-3	7%	2%	15%	14%	-13%	4%
COc1ccccc1N1CCN(Cc2ccc(OC)c(OC)c2OC)CC1	54	8%	nt	0%	-12%	?	-13%
Cc1c(OCc2ccc(C(=O)O)cc2)ccc2c(-c3ccccc3)cc(=O)oc12	-40	0%	-4%	35%	-2%	0%	0%
O=C(OCc1ccc([N+](=O)[O-])cc1)c1ccccn1	114	-21%	-2%	-1%[2.29 µM]	6%	-7%	18%
CC[C@@]1(C(=O)OC)N[C@H](CN(C)S(=O)(=O)c2ccc(C(C)(C)C)cc2)[C@@H]2C(=O)N(Cc3ccccc3)C(=O)[C@@H]21	-12	nt	4%	-8%	16%	nt	20%
CC[C@H](C)C(C(=O)N1CCN(C(=O)OC(C)(C)C)CC1)n1cc(C(CO)NC(=O)OC(C)(C)C)nn1 (some centres not stated)	5	0%	-3%	131%[activator]	15%	-3%	-3%
Cc1ccc(-c2ccccc2)n1-c1cccc(C(=O)O)c1	102	2%	-10%	-21%	27%	4%	-4%
CC(C)NC(=O)c1ccc(Sc2ccccc2)c([N+](=O)[O-])c1	-15	6%	-5%	-2%	?	?	14%
O=c1cc(CO)oc(CN2CCN(CCO)CC2)c1O	?	-1%	2%	-6%	13%	-3%	-21%
COc1ccc(OC)c(C(c2nnnn2CC2CCCO2)N2CCN(C)CC2)c1 (configuration not stated)	-35	5%	-5%	-23%	-6%	5%	6%
CCOP(=O)(OCC)C(O)c1ccc2c(c1)OCO2 (configuration not stated)	47	-5%	2%	-7%	19%	3%	0%
Cc1ccccc1OCc1nnc(SC(C)C(=O)O)n1-c1ccccc1 (configuration not stated)	4	nt	-1%	nt	nt	nt	-5%
CC(C)CNC(=O)CC(=O)N/N=C/c1cccs1	-7	-1%	-14%	-30%	-8%	?	13%
CC(CCN1CCN=C1N(C)C)c1ccccc1 (configuration not stated)	26	nt	-2%	-4%	-8%	0%	0%
COc1ccc(C(=O)N/C(=C\c2cn(S(=O)(=O)N(C)C)c3ccccc23)C(=O)N2CCN(C)CC2)cc1	-9	1%	-6%	146%[activator]	7%	?	-16%
Cc1ccc(C(c2sc3nc(-c4ccco4)nn3c2O)N2CCN(c3ccc(F)cc3)CC2)cc1 (configuration not stated)	3	nt	4%	nt	nt	3%	nt

Given in markdown: part of the list above
| canonical_smiles | HCMV antiviral | LmPK inhibitor | Tb PYK inh | AmpC no deterg | HCV inhibitor | AmpC detergent | AMA1 RON2 block |
| --- | --- | --- | --- | --- | --- | --- | --- |
| CC(CCN1CCN=C1N(C)C)c1ccccc1 (configuration not stated) | 26 | nt | -2% | -4% | -8% | 0% | 0% |
| COc1ccc(C(=O)N/C(=C\c2cn(S(=O)(=O)N(C)C)c3ccccc23)C(=O)N2CCN(C)CC2)cc1 | -9 | 1% | -6% | 146%[activator] | 7% | ? | -16% |

More compounds follow:
SMILES	HCMV antiviral	LmPK inhibitor	Tb PYK inh	AmpC no deterg	HCV inhibitor	AmpC detergent	AMA1 RON2 block
O=C(O)CN1C(=O)C(=O)N(Cc2cccc(F)c2)C1=O	-5	2%	1%	-7%	10%	2%	-2%
Cc1ccc(NC(=O)CNC(=O)c2cccs2)nc1	50	nt	3%	-2%	11%	0%	-3%
CCCN1Cc2cccc(C(=O)Nc3ccc(C(C)=O)cc3)c2C1=O	-5	nt	2%	nt	nt	-2%	nt
O=c1ccn(Cc2ccccc2Cl)cc1	-18	-11%	2%	-21%	-15%	1%	-7%
COc1ccccc1CNC(=O)C(=O)NCC1OCCN1S(=O)(=O)c1ccc2c(c1)OCCO2 (configuration not stated)	8	-2%	2%	0%	0%[8.37 µM]	?	-4%
COc1ccc(Cc2c(-c3ccc(OC)c(OC)c3)nc3c(C)cc(Br)cn23)c(C)c1	-61*	nt	0%	nt	nt	nt	-8%
C(=C\c1nnc(-c2cccs2)o1)/c1ccccc1	68	-13%	1%	-25%	25%	-1%	11%
COCc1c(C(=O)N/N=C(/C)c2ccc(OCc3ccccc3)cc2)nnn1-c1nonc1N	37	4%	2%	-18%	21%	-10%	3%
CN(CC(=O)NCc1ccccn1)S(=O)(=O)c1ccccc1	-6	3%	2%	-6%	5%	0%	10%
COCCN(C(=O)CSc1nnc(-c2cccc(C)c2)n1C)c1c(N)n(Cc2ccccc2)c(=O)[nH]c1=O	-30	5%	-6%	5%	7%	0%	1%
CC(C)(C)n1nnnc1C(c1cccc(C#N)c1)N1CCCCCC1 (configuration not stated)	-35	-1%	5%	-5%	13%	-3%	53%[activator]
CC1(C(=O)NC2CCCC2)CCC(=O)N1CCCn1ccnc1 (configuration not stated)	20	nt	-2%	nt	nt	nt	-1%
CCc1nc2c(OCc3ccc(Cl)cc3)cccn2c1N(C)C(=O)c1ccco1	-77*	nt	-1%	nt	nt	nt	?
CCOC(=O)N1CCc2c(sc(NCc3ccc(N(C)C)cc3)c2C(=O)Nc2ccc(OC)cc2)C1	-65*	nt	?	nt	nt	1%	nt
COc1ccc(CCNC(=O)Cn2cc(S(=O)(=O)Cc3ccccc3Cl)c3ccccc32)cc1OC	0	nt	3%[15.4 µM]	nt	nt	13%	nt
O=C(Nn1c(SCc2cccc([N+](=O)[O-])c2)nc2ccccc2c1=O)c1ccccc1	17	2%	-2%	-26%	-10%	5%	7%
Cc1ccc(C(=O)N(Cc2nc3ccccc3c(=O)[nH]2)C2CCCC2)cc1	-32	2%	-4%	3%	?	1%	-10%
CC(C)Cc1nnc(NC(=O)CN2C(=O)c3ccccc3C2=O)s1	-9	-2%	-9%	-22%	5%	2%	28%

Among those listed so far, 5 have a nitro group on carbon.
SMILES	HCMV antiviral	LmPK inhibitor	Tb PYK inh	AmpC no deterg	HCV inhibitor	AmpC detergent	AMA1 RON2 block
Cc1nn(CCCC(=O)Nc2nccs2)c(C)c1[N+](=O)[O-]	2	8%	4%	-22%	8%	4%	14%
COc1ccc([N+](=O)[O-])cc1NC(=O)C(C)Sc1ccc(C)cc1 (configuration not stated)	-3	1%	1%	-30%	?	-15%	-10%
O=C(OCc1ccc([N+](=O)[O-])cc1)c1ccccn1	114	-21%	-2%	-1%[2.29 µM]	6%	-7%	18%
CC(C)NC(=O)c1ccc(Sc2ccccc2)c([N+](=O)[O-])c1	-15	6%	-5%	-2%	?	?	14%
O=C(Nn1c(SCc2cccc([N+](=O)[O-])c2)nc2ccccc2c1=O)c1ccccc1	17	2%	-2%	-26%	-10%	5%	7%
